Assay outcomes from PubChem.
Dyrk1A ADPGlo: blocks rat Dyrk1A kinase activity; Q63470; ADP-Glo luminescence, NFATc1 peptide; inhibition, % at 12.5 µM; 310,000 compounds, 0.43% hits; AID 504441; in the data active = inhibition above about 50%;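 also: plate controls were vehicle with enzyme for no effect and no enzyme for full effect; many of its hits are not listed in these tables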
GSK3 alpha inh: human GSK-3 alpha kinase inhibition; P49840; ADP-Glo luminescence, 60 min; inhibition, % at 10 µM; 320,000 compounds, 0.1% hits; AID 2650;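 in the data active = inhibition above about 50%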;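 also: GST-tagged GSK-3 alpha with peptide substrate and 25 µM ATP; 0% = DMSO neutral wells and 100% = GW8510 positive control wells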
Target sequence (P49840 whole entry, looked up): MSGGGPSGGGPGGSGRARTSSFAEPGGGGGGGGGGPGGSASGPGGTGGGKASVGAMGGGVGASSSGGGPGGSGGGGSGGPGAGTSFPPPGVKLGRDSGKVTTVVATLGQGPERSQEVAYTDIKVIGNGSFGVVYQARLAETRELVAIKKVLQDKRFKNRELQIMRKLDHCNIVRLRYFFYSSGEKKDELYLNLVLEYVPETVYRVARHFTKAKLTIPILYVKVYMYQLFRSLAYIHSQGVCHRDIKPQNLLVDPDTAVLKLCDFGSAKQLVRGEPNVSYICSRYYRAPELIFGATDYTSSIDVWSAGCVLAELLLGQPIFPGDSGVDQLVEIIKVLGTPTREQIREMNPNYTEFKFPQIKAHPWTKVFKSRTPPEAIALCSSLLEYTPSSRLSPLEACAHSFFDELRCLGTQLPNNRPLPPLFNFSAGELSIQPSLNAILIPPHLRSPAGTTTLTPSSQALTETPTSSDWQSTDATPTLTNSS
KCNK3 block: human KCNK3 channel inhibition, primary screen | O14649 | CHO-KCNK3 thallium flux, FluxOR fluorescence; active compounds read low | B-score at 10 µM | 340,000 compounds, 0.84% hits | AID 602410;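 active = B-score under library mean minus 4 SD, starting fluorescence ratio at most library mean plus 5 SD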;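 also: more negative B-score means stronger inhibition of thallium flux through KCNK3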
Target sequence (O14649 whole entry, looked up): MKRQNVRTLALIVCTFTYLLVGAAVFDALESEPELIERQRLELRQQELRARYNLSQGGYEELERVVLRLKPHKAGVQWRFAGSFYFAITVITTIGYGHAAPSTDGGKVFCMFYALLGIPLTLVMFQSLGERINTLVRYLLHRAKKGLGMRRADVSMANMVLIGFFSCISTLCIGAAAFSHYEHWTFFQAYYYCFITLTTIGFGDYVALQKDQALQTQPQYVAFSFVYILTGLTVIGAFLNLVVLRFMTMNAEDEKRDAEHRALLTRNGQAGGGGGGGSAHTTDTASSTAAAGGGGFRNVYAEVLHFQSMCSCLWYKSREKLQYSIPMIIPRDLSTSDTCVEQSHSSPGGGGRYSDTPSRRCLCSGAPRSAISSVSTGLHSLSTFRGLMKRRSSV
* = called active by the depositor; i = inactive.

canonical_smiles,Dyrk1A ADPGlo,GSK3 alpha inh,KCNK3 block
CCCC(NCC(=O)Nc1cc(S(=O)(=O)N2CCOCC2)ccc1OC)c1ccccc1 (stereo not given),2,1,i
Cn1cccc1C(=O)OCC(=O)c1ccc(Br)s1,-5,0,i
CN(CC(=O)Nc1ccc(F)c(F)c1F)C(=O)CC1CCCCC1,-1,-7,i
Cc1ccc(CNC(=O)c2cccc3c2C(=O)c2ccc(N4CCCCC4)cc2S3(=O)=O)cc1,9,-1,i
Cc1ccc(F)c(C2=CC(=O)C[C@H](c3ccc(F)cc3)C2)c1,8,3,i
CCC1(CC)NC(=O)N(CC(=O)N2CCc3ccccc32)C1=O,3,-3,i
O=C(COC(=O)/C=C/c1ccc(Cl)cc1Cl)NCC1CCCO1 (stereo not given),-3,1,i
COc1cccc(NC(=O)c2ccccc2F)c1,-7,1,i
O=C(CCS(=O)(=O)c1ccc(Cl)cc1)N1CCN(c2ccc(F)cc2)CC1,3,-1,i
C[C@@]12C(=O)Nc3cc(F)ccc3C(=O)N1[C@H]1c3cc(Br)ccc3OC[C@@H]1[C@@H]2c1ccccc1,1,-1,i
COc1ccc(Cl)cc1NC(=O)COC(=O)c1ccc(Br)o1,2,-3,i
COc1cc(C(=O)NNC(=O)CCOc2cccc(Br)c2)cc(OC)c1OC,1,10,i
CCOC(=O)c1c(C)[nH]c(C(=O)COC(=O)CCNS(=O)(=O)c2ccc(NC(C)=O)cc2)c1C,-3,1,i
Cc1ccc(C)c(-n2c(CNC(=O)c3ccco3)nnc2SCC(=O)Nc2nccs2)c1,-3,0,i
O=S(=O)(c1ccc(Cl)nc1)N1CCOCC1,-3,0,i
O=C(N/N=C/c1cc(Cl)ccc1O)C(=O)Nc1ccccc1OC(F)(F)C(F)F,-3,-5,i
O=C(CCCOc1ccc(Br)cc1)Nc1nnc(C2CC2)s1,-8,1,i
COc1ccccc1C(=O)NCCC(=O)NC1=NCCS1,-1,3,i
CCOc1ccc(CCNC(=O)Cn2c(-c3nonc3N)nc3ccccc32)cc1OCC,-2,2,i
CC1(NC(=O)c2cc(Cl)nc3ccccc23)CCS(=O)(=O)C1 (stereo not given),4,-5,i
CC1CCN(C(=O)COC(=O)c2ccc(N3CCCC3=O)cc2)CC1,-4,0,i
C[C@@H]1COC(=O)[C@@H](CC(=O)OC(C)(C)C)C/C=C\C[C@H](CC(=O)NCCO)C(=O)N1,8,-1,i
COc1ccc(NC(=O)CCOc2ccccc2F)cc1S(=O)(=O)N1CCCCC1,-4,2,i
CC(C)COc1cccc(C(=O)N(C)CC(=O)Nc2cccc3ccccc23)c1,4,-2,i
CC1(OC(=O)c2ccc(Cl)nc2)C(=O)C=C2C=C3CCCN3C=C2C1=O (stereo not given),1,-2,i
COc1cccc(NC(=O)[C@@H]2CCCN2S(=O)(=O)c2cccc3cccnc23)c1,9,37,i
C=CCCO[C@@H]1O[C@@H](C)[C@H](O)C[C@H]1O,1,-5,i
Cc1ccc(-c2cc(C(=O)Nc3c(C)n(C)n(-c4ccccc4)c3=O)c3ccccc3n2)cc1,-2,-4,i
CCOC(=O)C1=C(C)Nc2ccccc2N/C1=N\S(=O)(=O)c1cc(C(=O)O)ccc1Cl,-3,-5,i
COc1cccc(C2=CC(=O)CC(C)(C)C2)c1,-6,-1,i
O=C(COc1ccccc1/C=C1\SC(=S)NC1=O)Nc1ccc(F)cc1,8,-2,i
O=S(=O)(c1cccc(F)c1)N1CCN(c2nc(-c3cccnc3)nc3ccccc23)CC1,5,5,i
O=C1CC(c2ccc3ccccc3c2)NN1 (stereo not given),14,-3,i
CC(=O)c1ccc(NC(=O)COC(=O)c2c[nH]c3ccccc23)cc1,2,-2,i
Cc1c(Cl)cccc1NC(=O)COC(=O)c1ccc(CN2CCCC2=O)cc1,4,-2,i
C=CCSc1nnc(NC(=O)CSCc2c(C)noc2C)s1,-2,-2,i
O=C(COC(=O)COc1ccc(Cl)cc1)NCc1ccc2c(c1)OCO2,-4,-1,i
COc1ccc(NS(=O)(=O)c2cc(NC(=O)c3cc(F)c(F)cc3Cl)ccc2N2CCOCC2)cc1,1,0,i
COc1ccc(-c2c(-c3ccsc3)oc(=O)c3cc(OC)c(OC)cc23)cn1,-6,0,i
Cc1nn(Cc2ccccc2)c(C)c1C(=O)N1CCN(S(=O)(=O)/C=C/c2ccccc2)CC1,5,-2,i
COc1cc(C(O)CO)ccc1O (stereo not given),5,0,i
C[C@@H]1CCCCCCCCC(=O)OCCN1C(=O)OC(C)(C)C,-2,-3,i
CC(C)[C@H](NC(=O)c1ccccc1)C(=O)OCC(=O)Nc1ncc(Cl)cc1Cl,4,0,i
Cc1cc(C)cc(NC(=O)COC(=O)c2ccc3c(c2)OCCO3)c1,6,-1,i
COc1cc(C(C)=O)ccc1OC(C)C(=O)Nc1ccc(S(=O)(=O)N2CCCC2)cc1 (stereo not given),7,-1,i
CCOc1cc(N2CCOCC2)c(OCC)cc1NC(=O)COC(=O)c1c(CC)noc1C,-4,-4,i
O=C1/C(=C/C=C/c2ccco2)SC(=S)N1NS(=O)(=O)c1ccccc1,4,4,i
O=C(Cn1nnc(-c2ccc(Cl)cc2)n1)NC1CCS(=O)(=O)C1 (stereo not given),6,1,i
O=c1cc(CN2CCN(S(=O)(=O)c3cccc(Cl)c3)CC2)c2ccc(O)cc2o1,-2,-2,i
CC(C)n1nnnc1SCC(=O)N(C)C1CCS(=O)(=O)C1 (stereo not given),-2,-2,i
COc1cc(C(=O)NCC(=O)NCC(c2ccco2)N2CCCCC2)cc(OC)c1OC (stereo not given),-1,21,i
CC(=O)Nc1ccc(Nc2cc(C)nc(Nc3ccc(NC(C)=O)cc3)n2)cc1,6,-3,i
Cc1ccc(S(=O)(=O)N2CCCC2)cc1C(=O)NCC(C)(C)N1CCOCC1,-4,-2,i
Cc1cc(C)c(C)c(S(=O)(=O)N2CCC(C(=O)NCCCN3CCCC3=O)CC2)c1C,4,1,i
O=C(C[C@H]1C/C=C\C[C@H](Cc2ccc(F)cc2)C(=O)O[C@@H](c2ccccc2)CNC1=O)NCCO,-2,-2,i
COc1ccc(CNC(=O)COC(=O)CNC(=O)c2sc3ccccc3c2Cl)cc1OC,5,-5,i
O=C(Nc1ccccc1N1CCOCC1)c1ccc([N+](=O)[O-])s1,2,-1,i
Cc1cccc(N2CCN(C(=O)CSc3ccc4c(c3)OCCO4)CC2)c1C,3,-2,i
O=S(=O)(NCc1ccco1)c1ccc(Cl)s1,0,-2,i
CC(C)(C)OC(=O)NCCCCCc1cn([C@@H](CO)C(=O)NCCCCCCCCCCC(=O)N2CCN(C(=O)OC(C)(C)C)CC2)nn1,5,-3,i

The results go on:
canonical_smiles,Dyrk1A ADPGlo,GSK3 alpha inh,KCNK3 block
COc1ccccc1NC(=O)COC(=O)c1c(C)nn(-c2ccccc2)c1C,3,-4,i
CCCCNS(=O)(=O)c1ccc(S(=O)(=O)n2cnc3ccccc32)cc1,2,0,i
O=C(COC(=O)C12CC3CC(CC(O)(C3)C1)C2)Nc1ccc(Cl)c(S(=O)(=O)N2CCOCC2)c1,-2,-2,i
CCN1CCN(c2ccccc2NC(=O)c2ccc(-n3cccn3)cc2)CC1,-1,6,i
COc1cc(C(=S)N2CCC(C(N)=O)CC2)ccc1O,0,0,i
CCOC(=O)[C@H](CCc1ccccc1)N[C@@H](C)C(=O)N1CCC[C@@H]1C(=O)O,-12,-4,i
O=C(c1cccc(Br)c1)c1coc2ccc(O)cc12,-2,0,i
CCN(Cc1nc2cc(Cl)ccc2c(=O)[nH]1)C(=O)c1ccc(C)c(NC(=O)c2ccco2)c1,5,-2,i
C[C@H](CO)N1C[C@H](C)[C@@H](CN(C)Cc2ccc(Cl)c(Cl)c2)Oc2c(NC(=O)c3ccncc3)cccc2C1=O,-4,-2,i
O=C(C[C@@H]1C/C=C\C[C@H](Cc2ccc(F)cc2)C(=O)OC[C@H]2CCCN2C1=O)N[C@H](CO)Cc1ccccc1,1,1,i
C[C@@H]1CN([C@H](C)CO)C(=O)c2cc(NS(=O)(=O)c3cn(C)cn3)ccc2O[C@H]1CN(C)C(=O)Nc1ccccc1,11,-1,i
COC(=O)C1=C(C(=O)OC)[C@]2([C@H]3CCCCN[C@@H](Cc4ccccc4)C(=O)N3Cc3ccccc3)C=C[C@H]1O2,7,-1,i
Cc1ccc(S(=O)(=O)CCC(=O)N2CCN(c3ccccc3O)CC2)cc1,-4,-2,i
CCCN(CC(=O)Nc1ccccc1OC)C(=O)c1ccccn1,2,1,i
N#Cc1cccc(S(=O)(=O)NCc2nnc3ccccn23)c1,0,-12,i
COc1ccc(/C=C2\CN(Cc3ccccc3)C/C(=C\c3ccc(OC)cc3)C2=O)cc1,-6,-2,i
O=C1CCN(Cc2ccccc2)C=C1c1cccc(O)c1,8,-3,i
CC(=O)c1ccc(-c2ccc(C(=O)Nc3nc(C)c(C(C)=O)s3)o2)cc1,4,0,i
COc1ccc(NS(=O)(=O)c2cccc(C(=O)NN=Cc3ccc(OC)cc3OC)c2)cc1,-4,-6,i
CCc1ccc(OCCNc2cc(N3CCNC(C)C3)ccc2[N+](=O)[O-])cc1 (stereo not given),-4,-4,i
C[C@@H](C(=O)NNC(=O)c1ccc(Cl)cc1)N1C(=O)C2CC=CCC2C1=O (stereo not given in full),3,-6,i
O=C(NNC(=O)c1ccccc1F)c1ccc(Cl)c(S(=O)(=O)N2CCOCC2)c1,11,-3,i
N#Cc1ccc(Cl)cc1NC(=O)COC(=O)c1cccc(S(=O)(=O)N2CCOCC2)c1,6,0,i
N#Cc1cccc(NC(=O)CSc2cccc[n+]2[O-])c1,-1,-1,i
COc1ccc(C(=O)COC(=O)/C=C/c2ccccc2[N+](=O)[O-])cc1,4,1,i
C=CCn1cnnc1SCC(=O)N(C1CCCCC1)C1CCS(=O)(=O)C1 (stereo not given),-1,-2,i
CCOc1ccc(NC(=O)CN(C)C(=O)c2ccccc2OCc2cccc(C)c2)cc1OCC,-1,-1,i
Cc1ccc2c(c1)[C@H]1[C@H](CO2)[C@H](c2ccccc2)[C@]2(C)C(=O)N(Cc3ccc(Cl)cc3)CC(=O)N12,-3,-1,i
CCOC(=O)c1cc(-c2ccccc2C)n(CC2CC(c3cccc([N+](=O)[O-])c3)=NO2)n1 (stereo not given),-2,-2,i
O=C(OCc1cc(Cl)cc2c1OCOC2)c1cccnc1Cl,-3,-19,i

6 entries from above in another layout.
Each structure is followed by: Dyrk1A ADPGlo	GSK3 alpha inh	KCNK3 block
C[C@@H]1CN([C@H](C)CO)C(=O)c2cc(NS(=O)(=O)c3cn(C)cn3)ccc2O[C@H]1CN(C)C(=O)Nc1ccccc1
→ 11	-1	i
CCCN(CC(=O)Nc1ccccc1OC)C(=O)c1ccccn1
→ 2	1	i
O=C(COC(=O)C12CC3CC(CC(O)(C3)C1)C2)Nc1ccc(Cl)c(S(=O)(=O)N2CCOCC2)c1
→ -2	-2	i
C=CCn1cnnc1SCC(=O)N(C1CCCCC1)C1CCS(=O)(=O)C1 (stereo not given)
→ -1	-2	i
COc1cc(C(=S)N2CCC(C(N)=O)CC2)ccc1O
→ 0	0	i
CCN1CCN(c2ccccc2NC(=O)c2ccc(-n3cccn3)cc2)CC1
→ -1	6	i

(continued)
canonical_smiles,Dyrk1A ADPGlo,GSK3 alpha inh,KCNK3 block
O=C1CS(=O)(=O)N(Cc2cccc(F)c2)c2ccc(Br)cc21,1,1,i
COC(=O)[C@H](Cc1ccccc1)NS(=O)(=O)N[C@@H](Cc1ccccc1)C(=O)OC,2,-4,i
CCOc1nc(SCCOc2ccc(C)cc2)nc(N(C)C)n1,7,-1,i
Cc1c(NC(=O)C(C)SC(=S)N2CCCC2)c(=O)n(-c2ccccc2)n1C (stereo not given),-1,0,i
CCN1C(=NCc2ccco2)N[C@@H](c2cccc(C(F)(F)F)c2)C(C(=O)OC)=C1C,8,0,i
CSc1ccccc1C(=O)Nc1ccc(S(=O)(=O)NC2=NCCCCC2)cc1,3,2,i
CCOC(=O)[C@H]1[C@H]2COc3ccccc3[C@@H]2N2C(=O)c3cc(OC)ccc3NC(=O)[C@@]12C,-9,0,i
CCOc1ccc(NC(=O)CSc2nnc(-c3ccccc3Cl)n2Cc2ccco2)cc1,4,-1,i
CCOC(=O)C1=CN2CCCC[C@@H]2CC1=O,1,-1,i
O=S(=O)(c1cccc(C(F)(F)F)c1)N1CCN(S(=O)(=O)c2ccc3c(c2)OCCO3)CC1,-4,0,i
CSc1ccccc1NC(=O)COc1ccc2c(c1)OCO2,0,1,i
O=C(CN1C(=O)/C(=C2/SC(=S)N(CCS(=O)(=O)O)C2=O)c2ccccc21)Nc1cccc(C(F)(F)F)c1,15,-2,i
CCn1nc(C(=O)N2CCc3ccccc32)c2ccccc2c1=O,4,1,i
CN(c1ccc(OCC(=O)NC2CCC(O)CC2)cc1)S(=O)(=O)c1ccc(Cl)cc1 (stereo not given),0,-1,i
CN(C)Cc1ccc(CNC(=O)c2ccc(Cl)c(S(=O)(=O)NC3CC3)c2)cc1,0,-1,i
O=C(Cn1ccc(NC(=O)OCc2ccccc2)nc1=O)NCCc1c[nH]c2ccccc12,-2,-5,i

These rows are one share of the data, so the mix of outcomes need not match the whole.
